# Compound activity: PubChem BioAssay, several laboratories
# MsrA inh: bovine MsrA inhibition; inhibition, % at 15.5 µM; hit rate 0.75% among 360,000; purified bovine MsrA, absorbance read-out; in the data active means inhibition above about 4.5%;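 further: 0% = vehicle wells with enzyme and 100% = reference inhibitor wells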
# FAS TE block: blocks the thioesterase domain of human fatty acid synthase; hit rate 0.67% among 360,000; recombinant FAS-TE, OMFH fluorogenic substrate, fluorescence endpoint; P49327; inhibition, % at 15 µM;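 active means compounds whose normalised, plate-corrected inhibition of enzyme fluorescence in the single-dose primary screen is 50% or more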;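 further: 0% = DMSO with enzyme and 100% = substrate without enzyme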
# MT1-MMP act inh: blocks activation of human MT1-MMP. P50281. hit rate 0.061% among 360,000. GFP/RFP ratio change, % at 20 µM. HT1080 RFP-PRO-GFP cells, GFP/RFP ratio fluorescence, overnight; percent of plate control window, DMSO zero;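 active means GFP/RFP ratio change of at least 30% with cell ATP level not reduced by more than half and red fluorescence within 50% of control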; further: strong numbers were not always called active
#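 Assay system: HT1080 RFP-PRO-GFP cells | Dosing: 20 µM single dose, 1% DMSO | Incubation: Cells overnight before dosing, compound overnight, 37 °C, 5% CO2 | Evaluation: GFP/RFP fluorescence ratio | Control set: DMSO-only wells and HT1080 RFP-L50D-GFP cell wells as references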
# Rin1-Abl PPI inh: human Rin1-Abl interaction inhibition | P00519+Q13671 | TR-FRET Rin1/Abl binding, biochemical | inhibition, % at 7.35 µM | hit rate 0.4% among 360,000 | AID 588664; in the data active means inhibition above about 5%, passing the limit was not always enough
# bovine MsrA act: activates bovine MsrA enzyme. purified bovine MsrA, absorbance read-out. activation, % at 10.6 µM. hit rate 0.3% among 360,000. AID 602163; in the data active means activation above about 7.5%;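 further: 0% = vehicle and 100% = reference activator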
# NRP1-CendR mod: NRP-1/CendR interaction modulation; O14786; FAM-RPARPAR peptide binding to NRP-1, fluorescence polarization; inhibition, % at 25 µM; hit rate 0.85% among 360,000; AID 602438;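 active means inhibition or corrected inhibition above about 18%, plus a signal ratio from 0.5 to 1.5, limit read from the data, passing the limit was not always enough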; further: strong numbers were not always called active
# Target sequence (O14786 whole entry, looked up): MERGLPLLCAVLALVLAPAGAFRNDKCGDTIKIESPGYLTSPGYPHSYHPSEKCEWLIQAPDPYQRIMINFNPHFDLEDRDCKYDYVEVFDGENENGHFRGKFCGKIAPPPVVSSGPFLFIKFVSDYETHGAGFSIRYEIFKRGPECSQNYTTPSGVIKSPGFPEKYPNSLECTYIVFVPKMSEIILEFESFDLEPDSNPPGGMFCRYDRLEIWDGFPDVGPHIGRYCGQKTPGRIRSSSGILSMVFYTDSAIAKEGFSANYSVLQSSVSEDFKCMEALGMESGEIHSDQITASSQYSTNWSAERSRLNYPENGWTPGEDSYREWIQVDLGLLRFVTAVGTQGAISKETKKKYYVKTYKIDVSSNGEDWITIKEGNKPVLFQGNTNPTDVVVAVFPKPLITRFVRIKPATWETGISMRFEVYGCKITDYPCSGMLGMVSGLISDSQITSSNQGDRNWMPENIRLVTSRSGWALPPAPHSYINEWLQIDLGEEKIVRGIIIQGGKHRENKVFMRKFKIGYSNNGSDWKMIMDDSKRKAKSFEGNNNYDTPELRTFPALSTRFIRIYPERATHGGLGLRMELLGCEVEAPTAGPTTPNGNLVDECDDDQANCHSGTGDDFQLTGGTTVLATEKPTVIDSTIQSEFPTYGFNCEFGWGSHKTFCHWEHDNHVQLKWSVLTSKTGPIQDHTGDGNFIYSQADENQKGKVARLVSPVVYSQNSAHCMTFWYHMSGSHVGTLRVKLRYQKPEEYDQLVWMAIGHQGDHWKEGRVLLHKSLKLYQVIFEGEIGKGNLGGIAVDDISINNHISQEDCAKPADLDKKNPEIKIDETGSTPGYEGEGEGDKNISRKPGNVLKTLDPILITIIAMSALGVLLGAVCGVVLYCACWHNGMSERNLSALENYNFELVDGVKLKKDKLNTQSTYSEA
# E coli Lon inh: inhibits E. coli Lon protease; P0A9M0; purified E. coli Lon protease, fluorescence polarization; AID 602123; hit rate 0.42% among 360,000; inhibition, % at 7.94 µM; in the data active means inhibition above about 13%, passing the limit was not always enough;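 further: 0% = enzyme with probe and DMSO and 100% = no enzyme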
# SKN-1 inh: C. elegans SKN-1 inhibition. C. elegans VP596 Pgst-4::GFP/RFP ratio, acrylamide-induced, 24 h. inhibition, % at 21.8 µM. hit rate 0.49% among 360,000;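 active means interference check ratio from 0.5 to 1.5 plus GFP to RFP signal ratio inhibition reaching or exceeding a fixed threshold, cut at about 30% in these data, passing the limit was not always enough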; further: some compounds called inactive have numbers as strong as hits
# Neddyl block: blocks human cullin neddylation; AID 651699; hit rate 0.58% among 360,000; calls only at 25 µM; TR-FRET cullin neddylation, biochemical; P61081+Q13564; in the data active means inhibition above about 36%
# The depositor's hits bear a star; i = inactive; nt = no result given; + = active, no number; & = joins results of further samples.
smiles	MsrA inh	FAS TE block	MT1-MMP act inh	Rin1-Abl PPI inh	bovine MsrA act	NRP1-CendR mod	E coli Lon inh	SKN-1 inh	Neddyl block
Cc1nn(CC(=O)Nc2ccc3c(c2)OCCO3)c(C)c1[N+](=O)[O-]	-0.7	-6	4	4	-2	5	-4	-5	i
Cc1cc(NC(=O)Nc2cccc(C)c2C)no1	0.1	-14	-1	2	-11	-10	-6	19	i
O=C(CCC(=O)n1ncc2ccccc21)NCc1ccccc1Cl	1.0	0	-1	2	-4	-2	-2	7	i
O=S(=O)(c1ccc(F)cc1)N1CCN(CC(O)COc2ccccc2F)CC1 (centres undefined)	0.5	-3	-1	2	-2	10	5	13	i
Cc1ccccc1C(=O)NNC(=S)NC(=O)c1cccnc1	0.1	-2	4	0	1	5	7	2	i
COc1ccc(-n2nnnc2-c2cn(C)nc2C(F)(F)F)cc1	-1.0	2	4	-3	-1	-1	-2	15	i
COC(=O)c1c(NC(=O)c2cccc(N3C(=O)CCC3=O)c2)sc2c1CCN(C(C)=O)C2	1.7	0	4	-7	-6	3	-2	3	i
C#CCNC(=O)C1=C[C@@H](c2ccc(C#C)cc2)[C@H](CCCO)[C@@H](OCC)O1	0.3	-8	4	1	-4	10	-8	-1	i
CC(C)/C(=N\NC(=O)Nc1ccccc1)c1ccccc1	1.1	-2	5	1	2	-6	2	0	i
COc1ccc(N(CC(=O)NCc2ccccc2OC)S(=O)(=O)c2ccc(C)cc2)cc1Cl	2.0	19	-6	1	-1	9	11	-7	i
CC(=O)c1cccc(NC(=O)CCC(=O)c2ccc(F)cc2)c1	-0.4	1	11	1	-7	-3	5	-2	i
Cc1cccc(NCc2nc(-c3ccccc3)no2)c1	1.2	19	0	1	0	-7	-5	11	i
CCOc1ccc(C(=O)Nc2cccc(C(=O)O)c2C)cc1Cl	-0.4	11	1	-4	-1	-12	3	4	i
COc1cccc(CNC(=O)c2ccncc2)c1	1.2	-2	0	0	-7	8	0	-12	i
CCc1nnc(NC(=O)C2CCCN2C(=O)Nc2ccc(Cl)cc2)s1 (centres undefined)	0.1	-1	3	0	-2	-8	4	5	i
OC[C@H]1O[C@@H](c2nc(-c3ccc(Br)cc3)no2)C[C@@H]1O	1.1	-8	1	-1	-1	2	-5	11	i
Cc1nc(=O)c(-c2ccccc2)c(C)n1-c1ccc(O)cc1	-0.2	-10	-9	1	-10	-4	-9	-11	i
Cc1cc(C)c(C(=O)COC(=O)CCNS(=O)(=O)c2c(Cl)cccc2Cl)cc1C	0.8	32	5	1	-2	2	-5	7	i
N#C/C(=C/c1ccc(OCc2ccc(C(=O)O)cc2)cc1)C(=O)Nc1ccccc1	nt	4	-4	2	0	-16	-1	22	i
CC(C)(C)C1CCC(=NNc2nc3ccccc3[nH]2)CC1 (centres undefined)	1.5	-61	7	-2	-3	5	6	4	i
COc1ccc2oc(C(=O)NC(C)(C)C)c(C)c2c1	-0.1	-2	-4	-1	-1	-6	-1	18	+
COCCNc1nc2cc(-c3cccc(C(F)(F)F)c3)sc2c(=O)n1C	0.2	-5	8	0	-5	12	1	7	i
O=C1c2ccccc2-c2nnc(-c3ccc(F)cc3)cc21	1.1	-2	4	4	8	11	-3	19	i
O=C(NCc1ccc(F)cc1)C1CC(=O)N(C2CCCCC2)C1 (centres undefined)	-0.2	-4	-10	2	-1	6	4	-3	i
Cc1ccccc1OCC(=O)N(Cc1ccc(N(C)C)cc1)C1CCS(=O)(=O)C1 (centres undefined)	0.2	1	1	-1	-5	-3	-5	-1	i
Cc1nn(S(=O)(=O)c2ccc(F)cc2)c(C)c1S(=O)(=O)N1CCOCC1	-0.7	-5	-1	0	-3	10	-5	17	i
O=C(O)CC(NC(=O)CCc1ccccc1)c1ccc(Cl)cc1 (centres undefined)	-0.4	-1	7	-1	-1	-1	5	29	i
COc1ccc(S(=O)(=O)N2CCOCC2)cc1NC(=O)Cc1ccc2c(c1)OCCO2	-0.6	-1	-1	3	-2	-5	-7	0	i
C[C@H](c1ccccc1)N1C[C@H](COCc2ccccc2)Oc2cc(N3CC[C@H](N(C)C)C3)ccc2S1(=O)=O	-1.1	18	3	nt	0	-3	5	21	i
O=C(NC(Cc1ccccc1)C(=O)O)C1CCN(S(=O)(=O)c2cccc(C(F)(F)F)c2)CC1 (centres undefined)	0.3	-2	0	0	-3	1	6	-19	i
O=C(NCc1ccc(-c2nc3ccccc3s2)cc1)c1ccco1	0.6	-2	10	-1	-8	-13	-8	-11	i
CCOC(=O)N1CCN(C(=O)c2cc3cc(OC)c(OC)cc3[nH]2)CC1	1.5	-6	5	-2	-2	-13	0	9	nt
CC(C)(C)N1C(=O)c2ccccc2NC(=O)C1C(=O)Nc1ccc(N2CCOCC2)cc1 (centres undefined)	-0.2	nt	-1	nt	nt	13	nt	-13	i
Cc1ccccc1OCC(O)Cn1c(=N)n(CCN2CCOCC2)c2ccccc21 (centres undefined)	-1.7&1.3	-4&-7	-9&-4	3&0	-6&1	8&11	0&0	-18&-8	i
COc1ccc(-c2c(C)n([O-])c3c([n+]2=O)CCC3)cc1OC	1.4	-6	0	-1	-1	15	-4	10	i
COc1ccc(C(=O)NNC(=O)c2snnc2C)cc1	0.1	-7	0	-3	-4	8	1	9	i
Cc1ccc(OCC(=O)N2CCN(S(=O)(=O)c3ccccc3[N+](=O)[O-])CC2)cc1	-0.7	6	4	2	-1	16	-1	-9	i
CC(C)c1ccc2[nH]c3c(c2c1)CCC/C3=N\NC(=O)c1ccncc1	1.4	6	1	-1	-4	-5	-1	16	i
CC(C)(C)c1ccc(C(=O)NNC(=S)NC(=O)c2cccnc2)cc1	0.6	-2	6	1	5	2	4	-4	i
CC(=O)N[C@H]1[C@H]([C@H](O)[C@H](O)CO)O[C@](O)(C(=O)O)C[C@@H]1O	-1.3	-4	-3	-2	-3	-8	-12	2	i
COc1ccc(C(=O)O)cc1S(=O)(=O)Nc1ccccc1-c1ccccc1	-0.9	-4	-2	0	-3	12	9	10	i
CC(=O)NC(C)(C)C1CC=C(C)/C(=N\O)C1 (centres undefined)	0.8	-8	-7	1	-9	-4	0	-4	i
Cc1ccc(C(=O)NNC(=O)CCC(=O)Nc2cccc(Cl)c2C)cc1	0.6	-8	1	-1	-1	5	2	0	i
COc1ccc(NC(=O)c2oc3ccccc3c2NC(=O)c2ccco2)c(OC)c1	3.9	29	7	3	-2	-6	-5	8	nt
Cc1cccc(N(C(=O)c2snc(C(N)=O)c2N)C(C(=O)NC2CCCC2)c2ccc(C)o2)c1 (centres undefined)	0.2	4	-4	0	2	7	1	18	i
COc1cccc(CN2C(=O)N(C(C)C)C(N(O)C(=O)NC(C)C)C2(C)C)c1OC (centres undefined)	1.7	-10	1	-4	-2	-6	0	-15	i
COc1ccc(S(=O)(=O)N2CCC(C(=O)Nc3cccc(Cl)c3)CC2)cc1OC	-0.3	11	4	6	-7	-8	-1	3	i
CCc1ccccc1S(=O)(=O)Cc1ccc(C(=O)NCc2cccs2)o1	-1.4	3	-2	0	-1	-2	6	3	i
Cc1cnc(C(=O)N2CCCC(N3CCN(c4cccc(C(F)(F)F)c4)CC3)C2)cn1 (centres undefined)	1.0	-3	0	-3	-2	-6	-5	9	i
COc1ccc(CNc2oc(-c3ccccc3)nc2C#N)cc1	0.8	19	12	0	-9	-5	-3	11	nt

# The list goes on.
smiles	MsrA inh	FAS TE block	MT1-MMP act inh	Rin1-Abl PPI inh	bovine MsrA act	NRP1-CendR mod	E coli Lon inh	SKN-1 inh	Neddyl block
COc1ccc(C(C(=O)NC2CCCC2)N(C(=O)c2ccco2)c2cc3c(cc2C(C)=O)OCO3)cc1 (centres undefined)	0.6	18	-4	-2	-9	5	-9	-5	i
CSc1ccccc1C(=O)Nc1cccc(C)c1	0.2	-8	-3	-3	-2	7	0	-5	i
CC(C)CC(=O)NC(=S)Nc1ccc(N2CCN(C(=O)c3cccs3)CC2)cc1	0.2	15	-10	-1	-3	-14	4	8	i
CCN(c1ccccc1)S(=O)(=O)c1cccc(C(=O)Nc2ccc(C)cn2)c1	-0.4	14	2	0	-1	1	-12	48*	i
Cc1ccccc1S(=O)(=O)NC1OC(=O)C(Cl)=C1Cl (centres undefined)	0.6	-3	0	1	-1	-16	-5	12	i
Cc1cc(C(=O)N2CCC(C(N)=O)CC2)c(C)o1	0.9	-10	-3	0	-8	0	0	-7	i
COc1ccc(S(=O)(=O)N2CCN(C(=O)c3cccs3)CC2)cc1OC	nt	-7	-14	-2	-1	-6	-3	3	i
Cc1ccc(C(NC(=O)C2CCN(CCOc3ccccc3)CC2)c2ccccn2)cc1 (centres undefined)	1.4	-1	5	-1	1	4	15*	1	i
CCn1cc(C(=O)O)c(=O)c2cc(F)c(N3CCN(C(=S)NC(=O)c4cccc(F)c4)CC3)cc21	1.0	-2	1	-1	-3	-4	2	-7	i
CCNC(=O)C1(C)CCN(C(=O)c2ccc(OC)cc2OC)C1 (centres undefined)	1.4	-8	2	-1	-5	0	0	-1	i
Cc1nc2nc(COc3ccccc3)[nH]n2c(=O)c1C	-0.3	-3	1	0	0	4	-5	18	i
COc1cccc(CN2CCN(C(=O)CC(C)C)CC2)c1	-0.7	-8	9	2	2	16	4	4	i
CC1CCCC(C)N1C(=O)CSc1nnc(-c2c[nH]c3ccccc23)o1 (centres undefined)	-1.1	-4	-6	6	-1	-4	1	2	i
Cc1ccc(S(=O)c2ccc([N+](=O)[O-])c3nonc23)cc1 (centres undefined)	0.1	-22	nt	6	-14	-36	-64	1	i
CCN(c1ccccc1)S(=O)(=O)c1ccc2c(c1)OCCO2	0.1	8	-1	0	-1	-2	-3	-1	i
CN(C(=O)CN1C(=O)c2ccccc2S1(=O)=O)c1ccccc1C(=O)O	-1.4	-12	-1	-1	-5	-1	-2	-4	i
Cc1nnc2c(N3CCN(C(=O)c4ccco4)CC3)nc3ccccc3n12	0.1	-7	5	0	-2	-5	-10	2	i
CS(=O)(=O)c1ccc(-c2sc3ccccc3c2C(=O)NCCCN2CCOCC2)cc1	0.4	-1	2	-4	-2	-13	-5	-5	i
O=C(CN1C(=O)NC2(CCCCC2)C1=O)N1CCN(S(=O)(=O)c2ccccc2)CC1	0.3	-6	8	0	-3	1	11	3	i
CCn1cc(C(=O)N(C)c2cc(C)ccc2OC)c2cc(OC)c(OC)cc2c1=O	0.7	-8	1	-1	-8	-6	-3	2	i
Cn1nc2c(c1C(=O)N1CCCC(C(=O)c3cc(F)ccc3F)C1)CCCC2 (centres undefined)	-0.6	-8	3	4	-12	53*	-2	7	i
COc1ccc(-c2nc(CSCC(=O)N3CCN(C4CCCCC4)CC3)c(C)o2)cc1OC	-0.4	-6	-2	-2	-3	10	-1	5	i
Cc1oc(-c2cccs2)nc1CS(=O)CC(=O)NCc1ccc2c(c1)OCO2 (centres undefined)	1.6	-1	1	-4	-2	-5	-1	-2	i
Cc1cc(=O)c(C(=O)O)nn1-c1ccccc1[N+](=O)[O-]	0.3	-11	nt	2	-12	-4	6	-17	i

# Another view of two compounds above:
# Below each SMILES: MsrA inh, FAS TE block, MT1-MMP act inh, Rin1-Abl PPI inh, bovine MsrA act, NRP1-CendR mod, E coli Lon inh, SKN-1 inh, Neddyl block
O=C(O)CC(NC(=O)CCc1ccccc1)c1ccc(Cl)cc1 (centres undefined)
 : -0.4, -1, 7, -1, -1, -1, 5, 29, i
COc1ccc(S(=O)(=O)N2CCOCC2)cc1NC(=O)Cc1ccc2c(c1)OCCO2
 : -0.6, -1, -1, 3, -2, -5, -7, 0, i
